Assay outcomes from PubChem BioAssay.
PLCb3 inh: human PLC-beta3 inhibitors, primary screen, biochemical, fluorescence | inhibition, % at 12.2 µM | 1-phosphatidylinositol 4,5-bisphosphate phosphodiesterase beta-3 (Homo sapiens), Q01970 | AID 720704, 2013 | Purified PLC-beta3, fluorogenic substrate | actives 0.18% (n = 370,000); in the data active = inhibition above about 11%;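 note: 0% = median of compound wells on plate and 100% = full blocker control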
HGIII-sPLA2 inh: human group III sPLA2 inhibitors, primary screen, biochemical, QFRET, BODIPY PC-A2 liposome substrate; QFRET BODIPY PC-A2 liposome hydrolysis, fluorescence; actives 0.56% (n = 370,000); Group 3 secretory phospholipase A2 (Homo sapiens), Q9NZ20; inhibition, % at 12.2 µM; AID 743126, 2013;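 active = inhibition above mean plus 3 SD of compounds lying within the high and low control bounds, cut at about 19% in these data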;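 note: 0% = median of test compound wells and 100% = no enzyme DMSO wells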
hgDAF-12 ag: H. glycines DAF-12 receptor agonists, primary screen, cell-based, luminescence, HEK293, GAL4 fusion, UAS-luciferase. Nuclear hormone receptor DAF-12 (Heterodera glycines), GAL4 fusion. HEK293 GAL4-hgDAF12 UAS-luciferase reporter, agonist luminescence; normalized to butyrate control. activation, % at 6.8 µM. actives 1.8% (n = 370,000). AID 687014, 2013;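 active = activation above a cutoff set at the mean of all screened compounds plus 3 SD, cut at about 10% in these data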;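 note: 0% = DMSO wells and 100% = sodium butyrate wells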
hcDAF-12 act: H. contortus DAF-12 nuclear receptor activators, primary screen, cell-based, luminescence, HEK293, lit1-tk-luc reporter; activation, % at 6.8 µM; actives 1.4% (n = 370,000); AID 652067, 2013; HEK293 hcDAF-12 lit1-tk-luc reporter; 0% DMSO, 100% Δ7-dafachronic acid;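 active = activation above the mean of all tested compounds plus 3 SD, cut at about 5.5% in these data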;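 note: 100% = response to 3 µM Δ7-dafachronic acid high control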
FXN GAA850 act: FXN promoter activators, primary screen, cell-based, luciferase luminescence, HEK293 lucGAA850; HEK293 lucGAA850 FXN promoter luciferase reporter, 24 h; percent of 10 µM SAHA response; activation, % at 6 µM; AID 540364, 2011; actives 0.56% (n = 360,000);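 active = activation above the average of all compounds screened plus 3 SD, cutoff fixed separately per campaign, cut at about 7.5% in these data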;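 note: 0% = DMSO wells and 100% = 10 µM SAHA wells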
DAX1 inh-1: DAX1 (NR0B1) inhibitors, primary screen, cell-based, HEK293, Gal4-DAX1, luciferase luminescence | HEK293 Gal4-DAX1 luciferase reporter | AID 504766, 2011 | inhibition, % at 6.75 µM | actives 0.99% (n = 340,000) | Nuclear receptor subfamily 0 group B member 1 (Homo sapiens), P51843;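 active = inhibition above the mean over all tested compounds plus 3 SD, cut at about 4.2% in these data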;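 note: 0% = DAX1-transfected cells with DMSO and 100% = empty-vector control cells with DMSO; inhibition shows as a rise in luminescence from relieved DAX1 repression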
ADAM17 inh: ADAM17 inhibitors, primary screen, biochemical, QFRET | Disintegrin and metalloproteinase domain-containing protein 17 (Homo sapiens), P78536 | recombinant ADAM17, EDANS/DABCYL FRET peptide cleavage | inhibition, % at 6.95 µM | actives 0.83% (n = 370,000) | AID 720648, 2013;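 active = inhibition above the mean of compounds lying between control limits plus 3 SD, set per campaign, cut at about 8.5% in these data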;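 note: 0% = DMSO-only wells as the low control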
DAX1 inh-2: DAX1 (NR0B1) inhibitors on StAR promoter, primary screen, cell-based, luminescence, SF-1 (NR5A1), full-length DAX-1; HEK293T StAR-luciferase reporter, SF-1/DAX-1 repression relief; inhibition, % at 6.8 µM; actives 1.1% (n = 370,000); AID 652010, 2013;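 active = inhibition above the mean over all tested compounds plus 3 SD, cut at about 3.6% in these data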;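 note: 0% = DAX-1 cells with DMSO and 100% = cells lacking DAX-1 with DMSO; higher inhibition means more luminescence from relief of DAX-1 repression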
PLCg1 inh: PLC-gamma1 enzyme inhibitors, primary screen, biochemical, fluorescence, purified enzyme; fluorogenic substrate; inhibition, % at 12.2 µM; actives 0.84% (n = 370,000); AID 720700, 2013; in the data active = inhibition above about 9.5%
Target sequence (P19174 whole entry, looked up): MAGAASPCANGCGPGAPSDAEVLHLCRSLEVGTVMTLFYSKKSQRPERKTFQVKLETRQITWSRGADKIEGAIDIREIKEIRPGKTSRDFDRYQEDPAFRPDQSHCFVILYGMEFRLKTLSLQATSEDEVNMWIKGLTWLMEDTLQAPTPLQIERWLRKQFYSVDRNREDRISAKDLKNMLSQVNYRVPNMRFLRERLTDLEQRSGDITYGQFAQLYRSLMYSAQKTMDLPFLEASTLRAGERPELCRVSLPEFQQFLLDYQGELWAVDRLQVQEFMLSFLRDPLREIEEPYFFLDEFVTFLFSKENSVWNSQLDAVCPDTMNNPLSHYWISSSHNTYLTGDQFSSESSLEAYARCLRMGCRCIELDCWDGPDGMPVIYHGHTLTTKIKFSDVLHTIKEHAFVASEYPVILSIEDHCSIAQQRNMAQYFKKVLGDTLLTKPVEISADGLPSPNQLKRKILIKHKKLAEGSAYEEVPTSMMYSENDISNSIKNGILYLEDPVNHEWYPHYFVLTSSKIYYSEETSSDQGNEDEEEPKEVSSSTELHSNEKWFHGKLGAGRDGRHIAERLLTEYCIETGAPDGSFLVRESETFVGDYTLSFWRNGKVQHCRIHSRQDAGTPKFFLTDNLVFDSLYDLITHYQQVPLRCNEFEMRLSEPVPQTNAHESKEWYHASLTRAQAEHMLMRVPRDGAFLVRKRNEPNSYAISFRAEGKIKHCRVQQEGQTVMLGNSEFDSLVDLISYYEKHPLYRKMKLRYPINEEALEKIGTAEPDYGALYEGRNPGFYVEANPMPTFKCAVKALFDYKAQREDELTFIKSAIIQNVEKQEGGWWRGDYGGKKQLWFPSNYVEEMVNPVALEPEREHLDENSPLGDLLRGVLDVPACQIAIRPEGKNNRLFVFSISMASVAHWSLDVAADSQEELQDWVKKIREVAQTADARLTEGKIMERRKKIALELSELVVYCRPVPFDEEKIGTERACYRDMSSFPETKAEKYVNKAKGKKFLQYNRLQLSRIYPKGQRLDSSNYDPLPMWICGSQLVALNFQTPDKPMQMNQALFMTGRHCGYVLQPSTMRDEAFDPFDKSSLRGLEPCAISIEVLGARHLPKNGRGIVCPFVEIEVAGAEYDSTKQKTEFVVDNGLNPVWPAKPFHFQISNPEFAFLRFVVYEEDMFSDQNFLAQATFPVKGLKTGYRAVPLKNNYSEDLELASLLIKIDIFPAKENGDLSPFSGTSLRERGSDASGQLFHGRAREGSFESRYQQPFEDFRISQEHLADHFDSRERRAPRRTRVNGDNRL
ADAM10 inh: human ADAM10 inhibitors, primary screen, biochemical, QFRET, HTS; Disintegrin and metalloproteinase domain-containing protein 10 (Homo sapiens), O14672; recombinant ADAM10, EDANS/DABCYL FRET peptide cleavage, 3 h; inhibition, % at 7 µM; actives 0.62% (n = 370,000);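 active = inhibition above a per-campaign cutoff equal to the mean of compounds falling between control-based bounds plus 3 SD, cut at about 20% in these data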;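 note: 0% = DMSO wells while the 100% control is not disclosed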
ssDAF-12 act: S. stercoralis DAF-12 nuclear receptor activators, primary screen, cell-based, luminescence, HEK293, GRIP1 co-expression, lit1-tk-luc | HEK293 ssDAF-12/GRIP1 lit1-tk-luc reporter; % of 3 µM dafachronic acid response | activation, % at 6.8 µM | actives 1% (n = 370,000);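 active = activation above the mean over all tested compounds plus 3 SD, cut at about 0.9% in these data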;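 note: 0% = DMSO-only wells and 100% = 3 µM delta7-dafachronic acid wells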
* hit, by the source's call; · = not tested or not shown.

Structure,PLCb3 inh,HGIII-sPLA2 inh,hgDAF-12 ag,hcDAF-12 act,FXN GAA850 act,DAX1 inh-1,ADAM17 inh,DAX1 inh-2,PLCg1 inh,ADAM10 inh,ssDAF-12 act
Cc1ccc(S(=O)(=O)CCC(=O)OCC(=O)N(Cc2ccccc2)C(C)C)cc1,2,-3,2.7,-0.8,2.2,2.4,-3,-0.7,0,0,-1.2
CCOC(=O)c1sc(N)c(C(=O)OC)c1C,-4,1,5.1,1.3,2.0,1.5,0,0.2,1,2,-1.8
CCOC(=O)C1=C(C)NC(C)=C(C(=O)OCC)C1c1ccc(OC)c(OC)c1,-80,6,-3.4,-1.0,1.0,-0.2,-27,-0.2,-68,-101,-1.1
CCOC(=O)N1CCN(C(=O)c2ccc3oc(CCc4ccccc4)nc3c2)CC1,3,-5,4.6,-2.7,2.2,0.4,-4,-0.6,0,-9,-1.7
Cc1cc(Oc2ccc(OCC(N)=O)nn2)nc(Cl)n1,4,6,2.2,-0.1,-0.3,0.5,1,0.2,-1,6,-0.7
C[C@@H]1CN([C@@H](C)CO)C(=O)c2cc(NS(C)(=O)=O)ccc2O[C@@H]1CN(C)Cc1ccc(C(F)(F)F)cc1,4,-2,-0.3,-0.5,-1.1,-0.4,-2,0.1,2,-4,-1.4
COc1cc(OC)cc(C(=O)Nc2ccc(N3CCN(C(=O)c4cccs4)CC3)cc2)c1,-6,-1,-1.6,-5.8,-3.7,-1.7,6,-4.6,1,1,-1.3
Cc1cccc(CNC(=O)CCCn2nc(C)c3c(C)n(-c4ccccc4)nc3c2=O)c1,-7,9,-4.4,-3.5,-0.7,-1.1,-1,-0.4,1,0,-0.6
O=C(CCNC(=O)c1ccc(Cl)cc1)NCc1ccco1,1,-7,1.6,-0.6,-1.3,0.0,-2,-0.7,3,-5,-0.7
COc1ccccc1C(=O)Nc1ccc2c(c1)C(=O)NC2=O,-3,4,2.3,-1.8,-0.3,-1.1,-1,0.1,-4,-8,-1.0
CCOc1ncccc1C(=O)Nc1cccc(Cl)c1Cl,0,2,-2.6,-1.5,1.8,-2.1,-4,0.2,-2,-10,0.0
CCN(CC)C(=O)C1=C(C)N(Cc2ccccc2)C(=O)C(CC(=O)NCc2cccc3ccccc23)C1 (configuration not stated),1,-6,-3.1,-1.5,0.1,0.3,-3,-0.5,2,-17,-1.2

The list continues:
Structure,PLCb3 inh,HGIII-sPLA2 inh,hgDAF-12 ag,hcDAF-12 act,FXN GAA850 act,DAX1 inh-1,ADAM17 inh,DAX1 inh-2,PLCg1 inh,ADAM10 inh,ssDAF-12 act
NS(=O)(=O)c1cccc(NC(=O)CSc2ncc(C(F)(F)F)cc2Cl)c1,2,-12,-3.2,-2.7,2.1,-1.4,0,-0.2,2,5,-1.0
Cc1ncc(C23CC4CC(CC(C4)C2)C3)[nH]1,0,-7,-0.5,-2.0,6.1,0.6,3,0.6,1,8,-0.9
CCOC(=O)N1CCN(C(=O)c2cn(-c3ccc(C)c(C)c3)c(=O)c3ccccc23)CC1,-2,6,-2.3,-0.1,-0.9,-0.1,-2,-0.6,5,-12,-1.4
CC1(C)NC(=O)N(CCOc2cccc(Cl)c2Cl)C1=O,4,3,-0.2,-0.3,-0.2,-0.5,1,0.2,7,10,-1.7
O=C(CCC1CCCN(C(=O)c2cccc(F)c2)C1)N1CCN(c2ccccn2)CC1 (configuration not stated),-10,8,-1.0,-1.4,-0.9,-0.6,-7,-1.6,-1,1,-0.5
COc1ccc(-c2nn(-c3ccccc3)cc2/C=C(\CC(=O)O)c2nc3ccccc3s2)cc1OC,-127,-27,4.9,1.8,5.1,-0.8,-13,0.0,-98,-26,-1.8
Cc1ccc([N+](=O)[O-])cc1NC(=O)C(C)Sc1nnc(C)n1CC1CCCO1 (configuration not stated),-7,11,6.0,3.6,-1.5,0.1,-4,0.6,-1,-2,-0.1
CCCc1c(C)[nH]c2nc3ccccc3n2c1=O,-52,-6,1.1,-0.7,4.3,-0.5,-37,0.2,-42,-96,-1.1
O=C1Nc2ccccc2C1=O,7,2,-1.2,1.7,0.9,1.4,-2,1.9,4,-6,-1.2
O=c1[nH]c2cc(Cl)c(Br)cc2o1,-6,-3,2.8,-0.6,-0.4,2.4,-2,0.9,-4,-5,-1.2
O=C(C[n+]1ccc2ccccc2c1)c1ccc2ccc3ccccc3c2c1,-36,-15,1.8,0.6,·,·,-8,5.3*,-26,-32,-0.8
O=C(CSc1nnc(-c2ccncc2)n1Cc1ccco1)Nc1ccccc1Cl,5,-3,-0.7,-1.7,-0.7,0.8,-1,-0.2,-1,-3,-1.0

Later entries.
Structure,PLCb3 inh,HGIII-sPLA2 inh,hgDAF-12 ag,hcDAF-12 act,FXN GAA850 act,DAX1 inh-1,ADAM17 inh,DAX1 inh-2,PLCg1 inh,ADAM10 inh,ssDAF-12 act
Cc1cccc(NC(=O)c2ccc(S(=O)(=O)NCc3ccco3)cc2)n1,-5,0,2.2,-0.8,0.8,-0.6,-1,-0.5,2,-6,-1.2
COC(=O)c1ccc(NC(=O)c2ccc(OC(C)=O)c(OC)c2)cc1,-5,-4,9.3,3.2,4.0,-1.1,-2,4.0*,0,3,-1.6
CCOC(=O)C1=CN(Cc2ccco2)S(=O)(=O)NC1CC (configuration not stated),-15,-5,-1.8,-0.1,-0.5,-0.3,-8,-0.6,-11,-30,-0.6
O=[N+]([O-])c1ccc(N2CCN(S(=O)(=O)c3ccccc3)CC2)cc1NCCN1CCOCC1,5,-10,-1.4,-3.0,1.8,0.9,7,0.6,4,12,-1.0
CCC(NC(=O)Nc1cc(C)on1)(C(F)(F)F)C(F)(F)F,-4,6,5.9,-0.8,0.4,0.5,-4,0.4,1,-2,-1.5
C[C@@H](C(=O)OCC(=O)NCCc1ccc(S(N)(=O)=O)cc1)N1C(=O)C2CCCCC2C1=O (some centres not stated),5,-1,-2.7,-1.4,0.5,2.0,-2,0.5,-2,-7,-1.0
O=C(C1CCC(=O)N(C2CC2)C1)N1CCN(c2cccc(Cl)c2)CC1 (configuration not stated),-13,2,0.3,-1.9,3.4,0.3,-2,-0.4,-1,3,-1.4
CCOC(=O)c1c(C)[nH]c(C(=O)OCC(=O)c2ccccc2)c1C,-11,-53,14*,7.4*,1.1,2.1,-1,13*,-1,5,0.3
CC(C(=O)Nc1ccc(Br)cc1)N(C)CC(=O)NCc1ccco1 (configuration not stated),2,-1,0.8,0.4,0.3,0.3,-3,1.2,-2,-7,-0.6
O=C(COc1ccc2c(c1)CCC2)N1CCN(c2ccc(F)cc2)CC1,-8,-2,2.7,-0.9,-0.1,0.7,0,-1.6,0,7,-1.4
O=C1Nc2c(c(=O)[nH]c(=O)n2Cc2ccccc2)C1(NS(=O)(=O)c1ccccc1)C(F)(F)F (configuration not stated),3,-2,2.1,0.5,0.3,1.5,-1,0.5,-3,-2,-0.6
COc1cc(/C=C/c2[nH]c(=O)[nH]c(=O)c2[N+](=O)[O-])cc(OC)c1O,-8,4,0.1,0.6,3.0,0.1,4,0.4,-3,3,-1.6

The list goes on:
Structure,PLCb3 inh,HGIII-sPLA2 inh,hgDAF-12 ag,hcDAF-12 act,FXN GAA850 act,DAX1 inh-1,ADAM17 inh,DAX1 inh-2,PLCg1 inh,ADAM10 inh,ssDAF-12 act
Cc1ccc(NC(=S)Nc2ccc3[nH]c(=O)[nH]c3c2)cc1C,-3,6,0.0,-0.5,1.9,1.4,-4,-0.2,-1,3,-0.7
O=C(CSc1nccc(=O)[nH]1)N1CCCc2ccccc21,-1,0,0.0,1.4,-0.6,-0.5,-1,0.3,0,1,-0.6
CCCCC(=O)Nc1cccc(NC(=O)c2cccc(Br)c2)c1,-2,1,1.9,-2.3,0.1,-1.6,-4,-0.4,3,7,-2.2
CC1CCCCC1NC(=O)CCCCn1c(=O)[nH]c2ccsc2c1=O (configuration not stated),-1,3,1.3,-2.9,-0.9,-0.9,3,-0.2,7,8,-1.2
CC1CCCC(C)N1CCNC(=O)CCc1nnc2n(Cc3ccccc3)c(=O)c3ccccc3n12 (configuration not stated),-4,6,-3.8,-0.9,0.6,0.1,-3,0.0,0,-21,-0.9
O=C(COC(=O)Cc1ccc(Br)cc1)NC12CC3CC(CC(C3)C1)C2,1,-15,-2.2,1.0,-1.0,-1.2,4,0.2,1,12,-1.3
O=C(Nc1ccccc1O)c1ccc2c(c1)C(=O)N(N1C(=O)c3ccccc3C1=O)C2=O,-12,3,2.3,5.9*,-0.8,0.5,2,1.1,-4,2,1.3*
CC(=O)Nc1ccc(S(=O)(=O)Oc2ccc(C(=S)N3CCC(O)CC3)cc2)cc1,-1,2,-3.5,-2.6,-2.5,-2.5,-3,-1.1,2,-2,-0.1
COC(=O)/C(=C1/Oc2cc3c(cc2S1)OCO3)C(F)(F)F,3,2,-0.1,3.0,0.6,0.6,-3,1.0,0,-6,-1.1
COCCNC(=O)c1c(CSc2ccc(F)cc2)noc1C(=O)NCc1ccccc1,-9,-1,1.6,1.4,0.0,0.0,-4,-0.2,-5,8,-1.0
CCc1nnc(NC(=O)CSc2nnc(-c3ccccc3OC)n2-c2ccc(C)cc2)s1,3,-17,2.5,2.5,0.2,-1.1,0,0.8,3,4,-0.4
C[C@@H]1CN([C@@H](C)CO)S(=O)(=O)c2ccc(-c3ccc(C#N)cc3)cc2O[C@@H]1CN(C)Cc1ccccn1,0,-4,-2.5,-0.6,-4.3,-0.4,5,-5.6,-2,4,-1.6

2 entries from above, set out differently.
Each structure is followed by: PLCb3 inh	HGIII-sPLA2 inh	hgDAF-12 ag	hcDAF-12 act	FXN GAA850 act	DAX1 inh-1	ADAM17 inh	DAX1 inh-2	PLCg1 inh	ADAM10 inh	ssDAF-12 act
C[C@@H]1CN([C@@H](C)CO)S(=O)(=O)c2ccc(-c3ccc(C#N)cc3)cc2O[C@@H]1CN(C)Cc1ccccn1
  0	-4	-2.5	-0.6	-4.3	-0.4	5	-5.6	-2	4	-1.6
COCCNC(=O)c1c(CSc2ccc(F)cc2)noc1C(=O)NCc1ccccc1
  -9	-1	1.6	1.4	0.0	0.0	-4	-0.2	-5	8	-1.0
